From PubChem BioAssay
MC4R antagonist: human MC4R antagonism in cAMP assay. P32245. MC4R-expressing cells, MTII-stimulated cAMP, LANCE TR-FRET. inhibition, % at 6.5 µM. hit rate 0.48% among 360,000. AID 540295;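 active means inhibition above its plate's cutoff, the mean of tested wells on that plate plus 3 SD, cut at about 29% in these data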;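 further: 0% = Melanotan II alone and 100% = Melanotan II plus saturating MCL0020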
Target sequence (P32245 whole entry, looked up): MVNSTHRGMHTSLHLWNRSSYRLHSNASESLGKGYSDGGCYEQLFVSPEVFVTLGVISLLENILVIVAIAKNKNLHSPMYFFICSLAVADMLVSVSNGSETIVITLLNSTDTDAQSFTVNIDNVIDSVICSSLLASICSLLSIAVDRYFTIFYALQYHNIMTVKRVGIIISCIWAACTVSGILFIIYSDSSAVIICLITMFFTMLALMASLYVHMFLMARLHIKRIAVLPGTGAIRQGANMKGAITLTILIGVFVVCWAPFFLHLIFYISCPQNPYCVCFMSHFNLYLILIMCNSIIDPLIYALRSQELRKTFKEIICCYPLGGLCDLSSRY
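Material: U2OS-MC4R stable cell line | Reagent: Melanotan II challenge after compound preincubation | Doses: One concentration, 6.5 µM nominal | Incubation: 30-min compound preincubation, 1-h Melanotan II challenge, 1-h detection, room temperature | Signal: TR-FRET cAMP assay | Replicates: One well per compound, no replicates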
m5-HT2A agonist: activates the mouse 5-HT2A serotonin receptor; CHO-K1 mHTR2A beta-arrestin complementation, luminescence; percent of 30 µM serotonin response; AID 624169; hit rate 0.66% among 360,000; P35363; activation, % at 7.6 µM;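 active means activation above a run cutoff, the mean activation of all tested compounds plus 3 SD, cut at about 14% in these data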;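 further: 0% = plate median of compound wells and 100% = 30 µM serotonin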
Target sequence (P35363 whole entry, looked up): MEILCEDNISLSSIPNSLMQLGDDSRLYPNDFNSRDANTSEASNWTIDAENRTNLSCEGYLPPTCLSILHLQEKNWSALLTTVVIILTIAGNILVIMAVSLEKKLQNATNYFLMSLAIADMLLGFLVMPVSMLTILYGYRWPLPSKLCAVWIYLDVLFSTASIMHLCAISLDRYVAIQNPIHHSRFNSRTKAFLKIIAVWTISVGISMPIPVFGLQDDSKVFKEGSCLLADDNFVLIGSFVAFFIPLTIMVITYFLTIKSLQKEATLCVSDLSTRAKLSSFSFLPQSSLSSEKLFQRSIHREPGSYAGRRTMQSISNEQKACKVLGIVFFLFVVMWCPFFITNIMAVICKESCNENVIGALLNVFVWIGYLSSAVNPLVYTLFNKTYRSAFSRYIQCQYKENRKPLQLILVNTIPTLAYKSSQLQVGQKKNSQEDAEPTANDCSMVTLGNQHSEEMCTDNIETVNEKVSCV
Glyco luc inh: blocks N-linked glycosylation in D54 reporter cells; D54 ERlucT glycosylation luciferase reporter, 24 h; percent of 100 nM tunicamycin response; reporter increase, % at 12.5 µM; hit rate 0.23% among 360,000; AID 588692;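 active means mean luciferase reporter signal, scaled so untreated is 0 and the glycosylation-blocking control 100, at or above a set limit in every replicate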;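 further: luciferase carries N-glycosylation sites so blocking glycosylation raises the light; 0% = median of neutral control wells and 100% = median of 100 nM tunicamycin wells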
NCOA2 inhibitor: human SRC2 (NCOA2) inhibition | Q15596 | HEK293 GAL4-SRC2 luciferase reporter, luminescence | inhibition, % at 9 µM | hit rate 0.17% among 370,000;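 active means inhibition above the mean inhibition of all tested compounds plus 3 SD, set per campaign, cut at about 52% in these data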;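 further: 0% = DMSO treated cells and 100% = cells given Gossypol at 36 µM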
NOD2 RIPK2 PPI: NOD2-RIPK2 protein interaction inhibition; O43353; CHO BLA complementation NOD2-RIPK2, CCF4 ratio; inhibition, % at 4.98 µM; hit rate 0.38% among 360,000; in the data active means inhibition above about 21%;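 further: 0% = vehicle only and 100% = reference blocker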
TLR9-MyD88 block: inhibitors of human TLR9-MyD88 binding | Q9NR96+Q99836 | CHO BLA complementation TLR9-MyD88, CCF4 FRET ratio | inhibition, % at 4.98 µM | hit rate 0.21% among 340,000;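 active means inhibition above the mean over all tested compounds plus 3 SD, cut at about 21% in these data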;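 further: 0% = DMSO only wells and 100% = clavulanate BLA inhibitor control wells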
MC4R ag barr: agonists of human melanocortin 4 receptor (MC4R) beta-arrestin. P32245. U2OS MC4R beta-arrestin complementation, luminescence; percent of melanotan II response, DMSO zero. activation, % at 8.9 µM. hit rate 0.98% among 360,000. AID 540308;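 active means activation above a per-plate cutoff, the mean activation of sample wells on that plate plus 3 SD, cut at about 8% in these data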
ABHD5-PLIN5 inh: inhibitors of human ABHD5-perilipin-5 interaction. Q00G26+Q8WTS1. inhibition, % at 4 µM. hit rate 0.78% among 360,000. AID 602281. Split G. princeps luciferase complementation, luminescence, 4 h;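 active means inhibition above the mean inhibition across every tested compound plus 3 SD, cut at about 22% in these data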;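 further: 0% = DMSO only wells and the 100% control is not disclosed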
ABCB6 inh 2: inhibitors of human ABC transporter ABCB6; K562-ABCB6 porphyrin accumulation, flow cytometry, 1 h; stronger effect = lower value; Q9NP58; fluorescence ratio to DMSO, % at 10 µM; hit rate 0.19% among 360,000;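 active means fluorescence ratio to DMSO below 75%, the collection mean minus 3 SD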;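 further: signal is porphyrin accumulated inside mitochondria; 100% equals median channel fluorescence of DMSO control wells; lower ratio means ABCB6 inhibition with less porphyrin fluorescence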
Cardio protect: myocardial damage modulation in H9c2 cells; H9c2 cardiomyocytes, H2O2 injury protection, ATPLite, 2 h; protection from H2O2 cell death, % at 20 µM; hit rate 0.63% among 360,000; AID 588492;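 active means compounds giving at least 50% protection of heart cells from peroxide-induced death in the single-dose screen, raw or plate-pattern-corrected value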;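 further: 0% = DMSO wells with peroxide and 100% = DMSO wells without peroxide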
Numbers without * were called inactive; · = not tested or not shown; & = joins results of further samples. Only part of the results is shown, so the mix of outcomes need not match the whole.

SMILES | MC4R antagonist | m5-HT2A agonist | Glyco luc inh | NCOA2 inhibitor | NOD2 RIPK2 PPI | TLR9-MyD88 block | MC4R ag barr | ABHD5-PLIN5 inh | ABCB6 inh 2 | Cardio protect
Cc1ccc(C(=O)CC2(O)C(=O)N(CCc3ccccc3)c3ccc(Br)cc32)o1 (centres undefined) | 11 | 0 | 0 | 5 | -2 | -4 | 2.5 | 4 | 99 | 6
CCOC(=O)CSc1ccc(C(=O)Nc2ccc(OC)cc2)cn1 | 24 | 1 | -1 | -63 | 3 | 5 | -2.6 | 5 | 98 | 6
CS(=O)(=O)c1ccc(C(=O)OCC(=O)NC(=O)C2CCCCC2)cc1[N+](=O)[O-] | 33* | 0 | -7 | -4 | -10 | 10 | -3.7 | 13 | 104 | -17
NC(=O)NN=C1CC2CC1C1C=CCC21 (centres undefined) | 4 | 3 | -3 | 9 | -14 | 0 | -1.9 | 6 | 96 | 6
CCN(CC)c1ccc2c(C)c(Cl)c(=O)oc2c1 | 9 | 6 | 1 | -11 | 15 | 8 | 2.5 | -3 | 94 | -17
Cc1cccc(C=NOCCc2ccccc2)n1 | -4 | 1 | -6 | -35 | 2 | -8 | -1.1 | 1 | 109 | -4
CCn1c(=O)[nH]c2cc(C(=O)N3CCN(c4ccccc4)CC3)ccc2c1=O | 6 | -2 | 4 | · | 0 | -8 | -2.9 | -5 | 105 | 30
O=C(N/N=C/C1CC=CCC1)c1ccc(O)cc1O (centres undefined) | 0 | -2 | 0 | -55 | -8 | -11 | 0.4 | 0 | 96 | -1
Cc1cc2oc(=O)cc(CN3CCCCC3)c2cc1C | 5 | -6 | -3 | 17 | -2 | -4 | -2.0 | -5 | 96 | 0
CCCCC(=O)Nc1nc2c(s1)COc1ccccc1-2 | 6 | 0 | 0 | · | 14 | 4 | 1.4 | 7 | 95 | -1
CCOC(=O)CC1=C(C(=O)OCC)C(c2cccs2)C(C#N)=C(N)O1 (centres undefined) | 2 | -2 | 3 | 1 | 2 | 3 | -1.4 | 2 | 102 | 6
CC(C)n1c(SCCCc2ccccc2)nc2c1c(=O)[nH]c(=O)n2C | -28 | -4 | -1 | -11 | -1 | -2 | 5.9 | -10 | 87 | -21
COc1ccccc1CCNC(=O)NC1CCCCC1 | 7 | -4 | 0 | -21 | -6 | 16 | -3.1 | 4 | 105 | 2
Cc1ccc(-c2csc3nc[nH]c(=S)c23)cc1C | 6 | -5 | -3 | -5 | -2 | 6 | 0.5 | -5 | 89 | 80*
Cc1cc(Cl)ccc1OCC(=O)Nc1nc(-c2cccnc2)cs1 | 17 | 0 | 0 | -14 | -10 | -4 | -0.6 | -5 | 98 | -1
CCOCCn1ccc2c(OCC(=O)Nc3ccccc3OC)cccc2c1=O | 7 | 6 | -7 | -2 | 7 | -1 | 2.1 | 0 | 99 | 44
COc1ccc(-c2nc(-c3ccc(Br)o3)no2)cc1OC | 13 | -6 | 1 | -35 | 1 | 0 | 0.0 | -2 | 99 | -2
O=C(Nc1ccc(OC(F)(F)F)cc1)c1ccccc1-n1cnnn1 | 2 | -1 | -4 | 6 | -13 | 1 | 0.5 | 2 | 94 | -16
CCN1C/C(=C/c2cccs2)c2nc3ccccc3c(C(=O)O)c2C1 | -13 | -5 | 3 | -9 | -1 | 7 | -1.4 | 0 | 100 | 8
O=C1C2C3C=CC(C2C(=O)N1C1CCCCC1)C1C2C(=O)N(C4CCCCC4)C(=O)C2C31 (centres undefined) | 8 | 2 | 1 | -6 | 2 | 6 | -3.4 | -1 | 96 | 0
COc1cc(OC)cc(C(=O)NCC(=O)N2CCCCCCC2)c1 | 3 | 3 | 1 | 0 | 8 | 0 | -1.7 | -6 | 100 | 4
CCn1c(SCC(N)=O)nnc1-c1ccc2c(c1)OCO2 | 0 | -2 | 0 | -23 | 5 | -5 | -3.2 | -2 | 85 | 5
Cc1ccc(NC(=S)N/C(=N/S(=O)(=O)c2ccccc2)c2ccccc2)cc1 | -2&11 | -4&-4 | 0&-5 | -33&-70 | -11&0 | -5&4 | -2.9&-2.2 | -5&-4 | 94&88 | -4&-4
CCN1CCN(Cc2nc3c(c(=O)n(C)c(=O)n3C)n2CC(=O)c2ccccc2)CC1 | 8 | 1 | -1 | -18 | -11 | 5 | -1.1 | 10 | 100 | 17
CCOC(=O)c1cnn(CCOC(=O)c2ccccc2)c1NC(=O)c1ccccc1 | -6 | 0 | -1 | -19 | 4 | -11 | 0.7 | 5 | 91 | -1
CC(C)c1ccc(C(O)Cc2nc3ccccc3n2C)cc1 (centres undefined) | 15 | -5 | -4 | -29 | 9 | -6 | -0.4 | -13 | 102 | 1
Cc1ccccc1CS(=O)(=O)c1ccc(C(=O)N2CCOCC2)cc1[N+](=O)[O-] | 11 | -4 | -3 | 39 | -1 | -10 | 1.3 | 0 | 99 | -5
COC(=O)c1ccc(/C=N/NC(=O)c2ccc3nc[nH]c3c2)cc1 | -5 | 4 | 2 | -21 | 2 | 5 | -2.9 | 1 | 98 | 1
Cc1ccc(OCC(=O)NS(=O)(=O)c2ccc(Cl)cc2)cc1 | 7 | 3 | 1 | -33 | 0 | -1 | -0.5 | -6 | 101 | -5
CC1=C(C(=O)Nc2ccccc2)C(c2ccccc2[N+](=O)[O-])NC(=O)N1 (centres undefined) | 5 | 3 | 1 | 2 | -2 | 6 | -2.6 | -2 | 105 | -5
COCCOC(=O)c1c(C)oc2ccc(O)c(CN3CCC(C)CC3)c12 | 0 | -5 | -3 | -36 | 11 | 10 | 0.7 | 5 | 102 | -3
C[C@@H]1CN([C@H](C)CO)C(=O)CCCn2nncc2CO[C@H]1CN(C)S(=O)(=O)c1cccc(C#N)c1 | 2 | 4 | 1 | 0 | -4 | -5 | 0.3 | 5 | 97 | -4
CC(C)NC(=O)C1CCN(C2CCN(C(=O)c3cc4c(s3)CCCCC4)CC2)CC1 | 7 | -9 | -1 | 18 | -4 | -6 | -4.3 | 2 | 100 | -3
Cc1ccc(S(=O)(=O)NC(=O)C2(C)CCN2C(=O)Cc2ccc(C(C)(C)C)cc2)cc1 (centres undefined) | 14 | -3 | 2 | -27 | 3 | · | -2.2 | -5 | 95 | 7
COc1ccc(CCNC(=O)c2nnn(-c3cccc(C)c3)c2N)cc1OC | -4 | -1 | 0 | 18 | 0 | -8 | -1.6 | 6 | 90 | 7
Cc1c(NC(=O)Nc2ccccc2C(F)(F)F)c(=O)n(-c2ccccc2)n1C | 11 | -4 | 1 | -16 | -7 | -4 | -2.1 | -3 | 96 | -2
O=C(N/N=C/c1coc2ccccc2c1=O)c1ccc(Cl)cc1 | -4 | -12 | -1 | 22 | 5 | 2 | -2.3 | -1 | 96 | 9
COc1ccccc1S(=O)(=O)CC(O)COc1ccc(C#N)cc1 (centres undefined) | 11 | -1 | 0 | -10 | 2 | -6 | -1.4 | -3 | 102 | 4
COc1ccc(C(C)(O)c2nc(-c3cccc(C(F)(F)F)c3)cs2)cc1 (centres undefined) | 4 | -6 | 2 | -8 | 4 | · | 0.2 | -8 | 96 | -18
CC1(C(=O)NCc2ccc3c(c2)OCO3)CCN1Cc1csc2ccccc12 (centres undefined) | -2 | -7 | -2 | -29 | 15 | · | -0.9 | 7 | 101 | 5
CCOC(=O)c1c(C)[nH]c(C(=O)CSc2ccccc2)c1C | -5 | 3 | -14 | -1 | 1 | 2 | 8.4* | -12 | 111 | -26
Cn1c(=O)c2c(nc(CN3CCC(Cc4ccccc4)CC3)n2CCN2CCOCC2)n(C)c1=O | 20 | -1 | 0 | -11 | 7 | 5 | 1.9 | -2 | 98 | 6
CCOC(=O)N1CCC(Nc2c(NCCN3CCN(c4ccccc4F)CC3)c(=O)c2=O)CC1 | 14&6 | 3&-2 | 0&1 | -31&-11 | 1&6 | 2&1 | -1.6&-1.5 | -5&4 | 99&102 | 2&0
CCN1C(=O)c2cccc3c(S(=O)(=O)Nc4ccc(O)c(C(=O)O)c4)ccc1c23 | -7 | -5 | 3 | -26 | 5 | -10 | -2.6 | 9 | 100 | -2
CC(=O)C1=CCC(c2ccco2)N(S(=O)(=O)c2ccc(C)cc2)C1 (centres undefined) | · | 4 | 0 | 11 | -2 | · | · | -9 | 101 | 2
N#C/C(=C\c1ccc(-c2ccccc2)o1)C(=O)Nn1cnnc1 | -2 | -6 | 1 | 2 | 0 | 2 | -0.8 | -4 | 95 | -2
O=C(CSc1ccc(-c2ccccc2)nn1)N1CCN(c2ccccc2)CC1 | 0 | 2 | 0 | 8 | 8 | 3 | -1.3 | -3 | 99 | 3
CC(=O)c1cccc(NC(=O)C2CC(c3ccc(F)cc3)=NO2)c1 (centres undefined) | -1 | -9 | · | 0 | 1 | -10 | -1.5 | -4 | 99 | 8
